Screening data from PubChem BioAssay.
Mdm2 MdmX PPI: inhibitors of human Mdm2-MdmX association, primary screen, cell-based, luminescence, split luciferase, SaOS-2, uHTS; Protein Mdm4 (Homo sapiens) + E3 ubiquitin-protein ligase Mdm2 (Homo sapiens), …; SaOS-2 split-luciferase Mdm2/MdmX complementation; inhibition, % at 8 µM; 330,000 tested, 3% active;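 active = inhibition of at least 50% at 8 µM in the primary screen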
tim23-1 inh: growth inhibitors of tim23-1 mutant yeast, primary screen, luminescence, uHTS; S. cerevisiae tim23-1 growth, BacTiter-Glo luminescence, 24 h; inhibition, % at 20 µM; 330,000 tested, 1.3% active;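 active = growth inhibition of the mutant yeast at or above 50%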;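 note: temperature-sensitive mutant grown at 25 °C; plate controls were DMSO-treated mutant yeast for no effect and medium wells lacking yeast for full effect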
APJ antagonist: antagonists of human apelin receptor APJ, primary screen, CHO-K1 cells, beta-arrestin complementation, luminescence | inhibition, % at 20 µM | AID 2521, 2010 | 330,000 tested, 0.32% active | P35414;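 active = inhibition above about 40% at 20 µM, limit read from the data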;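 note: cells challenged with 10 nM apelin-13 agonist together with compound; plate controls were apelin-13 plus DMSO wells for no effect and DMSO wells lacking apelin-13 for full effect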
EBI2 block: EBI2 receptor antagonists, beta-arrestin recruitment, primary screen, cell-based, luminescence, 7a,25-OHC stimulation, uHTS; 360,000 tested, 0.81% active; G-protein coupled receptor 183 (Homo sapiens), P32249; 7a,25-OHC stimulated; AID 651636, 2012; inhibition, % at 5 µM; in the data active = inhibition above about 38%;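 note: enzyme fragment complementation signal reports receptor beta-arrestin coupling in cells; 0% = agonist plus DMSO wells and 100% = wells without agonist; some results beyond the cut were filed as inactive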
APJ agonist: agonists of human apelin receptor APJ, primary screen, CHO-K1 cells, PathHunter beta-arrestin, luminescence. 0% DMSO wells, 100% apelin. 330,000 tested, 0.11% active. activation, % at 20 µM. P35414. AID 2520, 2010;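 active = activation more than six SD over the plate average, tested at 20 µM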;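 note: 0% = DMSO alone and 100% = apelin-13 at 10 nM; some results filed as inactive read as strong as hits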
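Test system – PathHunter CHO-K1 APJ (AGTRL-1) beta-arrestin reporter cells · Input – 1000 cells/well · Compound – single test compound dose, 20 µM final, 1% DMSO · Times – compound stimulation 90 min at 25 °C, detection 60 min · Technique – beta-gal luminescence · Read-out basis – APJ–arrestin association signal · Control set – negative DMSO alone, positive Apelin-13 at 10 nM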
UPR XBP1 act: activators of adaptive XBP1 UPR arm, primary screen, cell-based, CHO-XBP1 luciferase reporter, luminescence, uHTS. activation, % at 20 µM. 330,000 tested, 0.33% active. IRE1-XBP1 UPR activation; percent of tunicamycin response, DMSO as zero;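 active = versus positive control, 20 µM dose yields 30% or more activation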;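 note: 100% = tunicamycin at 10 µg/mL and 0% = DMSO only wells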
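Material: CHO-XBP1 cells stably carrying IRE1-XBP1-driven luciferase reporter | Medium: F12 with 10% serum | Compound dosing: 20 µM single concentration, DMSO 1% | Incubation: Overnight seeding at 37 °C, 6 h compound treatment at 37 °C | Detection: Steady-Glo luminescence read | Read-out basis: % activation of reporter signal versus tunicamycin and DMSO controls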
CXCR6 block: CXCR6 receptor inhibitors, primary screen, cell-based, beta-arrestin, luminescence, CHO-K1 PathHunter, 1536-well; inhibition, % at 20 µM; 360,000 tested, 0.36% active; C-X-C chemokine receptor type 6 (Homo sapiens), O00574; AID 602244, 2012; in the data active = inhibition above about 34%, passing the limit was not always enough;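 note: antagonist mode with CXCL16 agonist at 10 nM final; 0% = 10 nM CXCL16 with DMSO and 100% = unstimulated wells without agonist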
CHOP UPR activ: activators of apoptotic CHOP UPR arm, primary screen, cell-based, CHO-CHOP luciferase reporter, luminescence, uHTS; UPR activation; percent of tunicamycin response over DMSO baseline; activation, % at 10 µM; 330,000 tested, 0.34% active; AID 449763, 2010;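 active = at 10 µM dose, activation of 40% or more, normalized to positive control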;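 note: 100% = tunicamycin at 10 µg/mL and 0% = DMSO alone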
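Material: CHO-CHOP cells, stable luciferase reporter of PERK-eIF2a-CHOP signalling; quantity: 500 reporter cells seeded per well; buffer or medium: F12 medium containing 10% fetal bovine serum; compound: one dose, 10 µM in 0.5% DMSO; incubation: 6 h compound treatment, 37 °C; measured by: Steady-Glo luciferase luminescence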
CCR6 antag: CCR6 receptor antagonists, primary screen, cell-based, CHO-K1, luminescence, beta-arrestin, uHTS. C-C chemokine receptor type 6 (Homo sapiens), P51684. 340,000 tested, 0.49% active. inhibition, % at 20 µM. CHO-K1 CCR6 PathHunter beta-arrestin, CCL20-stimulated;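 active = compounds whose inhibition of the agonist-driven luminescence signal at 20 µM reaches about 50%, limit read from the data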;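 note: cells stimulated with CCL20 at 14 nM final; plate controls were DMSO with CCL20 for no effect and DMSO without agonist for full effect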
* marks the source's active call; other numbers are inactive results; / = not tested or not shown. Some of the compounds tested; rates above refer to the full screens.

SMILES	Mdm2 MdmX PPI	tim23-1 inh	APJ antagonist	EBI2 block	APJ agonist	UPR XBP1 act	CXCR6 block	CHOP UPR activ	CCR6 antag
Cc1ccc(N2C=Nc3ccc(C)c4nc(C)cc2c34)cc1	9.2	19.6	16.3	-4.7	-1.2	-4.6	10.0	-0.2	12.1
c1ccc(Cc2nnc(Sc3ccccc3)c3ccccc23)cc1	48.8	22.0	-8.0	-13.7	-2.5	-0.3	12.2	1.6	-1.3
COc1cc(NC(=O)Nn2cnnc2)cc(OC)c1OC	-5.1	7.3	7.5	-10.7	-3.5	-3.0	0.7	1.2	9.9
O=C1CN(C(=O)COC(=O)CCc2ccccc2)c2ccccc2N1	7.5	12.3	5.6	-0.9	-2.7	-0.5	3.2	-0.8	6.1
COc1ccc(N2C(=O)c3ccccc3C2=O)cc1	8.7	18.7	1.2	-4.6	-1.0	-1.0	-1.0	2.1	-0.4
CCOC(=O)[C@H]1[C@H]2COc3cc(OC)ccc3[C@@H]2N2C(=O)CN(CCc3c[nH]c4ccccc34)C(=O)[C@@]12C	-14.3	18.0	9.2	-11.9	-1.7	-2.9	-5.4	0.3	3.0
O=c1cc(CNCCCO)c2ccccc2[nH]1	-8.4	9.2	5.6	-7.4	3.8	-1.5	-20.1	1.5	7.2
Cc1cc(C(=O)NCCc2ccc(S(N)(=O)=O)cc2)c(C)o1	10.9	-7.9	-8.8	-10.8	-3.6	-0.5	-0.3	0.7	6.9
O=C(O)[C@H](Cc1ccccc1)N1Cc2ccccc2C1=O	-33.8	8.7	10.6	-3.0	-4.5	-1.5	3.2	1.0	-3.0
COc1cc(-c2cc(C(=O)Nc3ccc(S(=O)(=O)NCc4ccco4)cc3)c3ccccc3n2)cc(OC)c1OC	63.4*	2.9	-7.8	-24.4	5.4	0.0	1.7	6.8	11.2
C/C(=C\C(=O)c1ncc(C(F)(F)F)cc1Cl)N(C)C	16.5	12.7	-10.6	-4.7	-1.3	-0.1	-7.3	0.6	-3.6
CC(=O)N1c2ccc(S(=O)(=O)N3CCC(C(=O)Nc4cccc(C)c4C)CC3)cc2CC1C (configuration not stated)	15.3	14.6	12.9	1.3	1.9	-6.6	0.8	-0.3	-8.0
CC(C)NS(=O)(=O)c1ccc(NC(=O)c2cccnc2)cc1	17.9	-5.7	-17.1	-8.5	0.8	1.0	-7.9	-1.7	14.9
CC1(C)C(CSc2nc3ccccc3[nH]2)C1(Cl)Cl (configuration not stated)	12.6	57.3*	-16.0	19.4	-1.8	2.9	-3.1	5.8	10.6
CCOc1cc2c(cc1OCC)C(c1ccc(OC)cc1)N(c1ccccc1)C(=O)C2 (configuration not stated)	0.3	16.2	-1.4	-7.6	1.0	-1.6	0.1	-0.8	-1.5
O=C(Nc1cccc(F)c1)N1CCN(C/C=C/c2ccccc2)CC1	-14.8	32.9	-25.9	22.1	2.9	-0.4	-0.4	-0.8	8.9
Cc1oc(-c2cc(F)ccc2F)nc1CN(C)Cc1ccc2nccnc2c1	6.9	13.0	3.1	0.1	-3.0	-1.9	7.4	-1.1	0.2
Cn1cccc1C1NC(=O)c2c(sc3c2CCC(C(C)(C)C)C3)N1 (configuration not stated)	22.6	39.5	-9.6	1.4	-0.6	2.5	-11.5	4.6	-0.9
COc1cccc(N2CCN(S(=O)(=O)c3cn(C)cn3)CC2)c1	7.4	-7.1	4.6	-11.3	11.2	-2.1	-5.8	0.0	4.3
CCOC(=O)N1CCC(Nc2nc3ccccc3nc2NS(=O)(=O)c2ccc(Cl)cc2)CC1	-56.6	18.9	-0.2	3.6	3.3	-0.1	-1.3	4.5	0.0
Cc1cc(-n2c(C)cc(C(=O)COc3ccc4ccc(=O)oc4c3)c2C)no1	-1.2	-2.7	9.8	20.1	3.2	-9.5	4.9	0.3	10.3
O=C(CCN1CCOCC1)N1CCCC(Nc2cccc(F)c2)C1 (configuration not stated)	13.4	8.3	8.4	-0.3	4.9	-1.8	-4.3	2.1	9.3
O=C(Nc1ccccc1C(=O)NC1CC1)c1ccc([N+](=O)[O-])o1	25.6	63.6*	-95.2	-10.9	22.8	3.0	-26.1	3.8	-5.2
Cc1ccc(NC(=O)CSC2=C(C#N)C(c3ccc4c(c3)OCO4)C3=C(CCCC3=O)N2)c(C)c1 (configuration not stated)	12.9	5.9	-1.5	-7.7	-2.8	-1.4	-1.0	0.4	-0.7
O=C(NCC1CCCO1)/C(=C/c1ccccc1)NC(=O)c1ccccc1 (configuration not stated)	10.4	1.8	8.7	4.4	-0.9	-0.5	10.3	0.5	1.2

Further records:
SMILES	Mdm2 MdmX PPI	tim23-1 inh	APJ antagonist	EBI2 block	APJ agonist	UPR XBP1 act	CXCR6 block	CHOP UPR activ	CCR6 antag
O=C(CCC(=O)N1CCc2ccccc2C1)N1CCN(S(=O)(=O)c2ccccc2)CC1	7.2	9.2	20.6	-5.1	-1.4	2.6	-13.5	1.1	10.8
COCCCn1c(-c2ccc(Cl)cc2)n[nH]c1=S	5.3	6.0	4.6	22.3	-3.9	-0.8	0.0	1.0	9.1
CN(Cc1ccccn1)Cc1nc(COc2ccccc2)no1	-1.6	6.8	3.0	-10.4	-2.7	1.2	13.1	0.2	5.5
O=C(Oc1cccc2c(OC(=O)N3CCOCC3)cccc12)N1CCOCC1	0.2	11.3	10.1	2.2	-2.6	-2.0	11.3	-1.0	7.3
N#CC1(c2ccccc2)CCC(NCCc2ccccc2)CC1 (configuration not stated)	-3.4	-27.4	3.2	20.0	-2.1	-1.0	6.8	1.3	16.4
CCOC(=O)C(NCc1ccc(F)cc1)(NC(=O)c1ccccc1)C(F)(F)F (configuration not stated)	26.3	9.8	4.1	-1.8	-7.6	-1.7	-6.0	-0.3	13.6
COC(c1ccccc1)c1nnc(CCC(=O)N(C)CCOc2ccccc2)o1 (configuration not stated)	-42.8	9.7	10.5	4.5	-2.2	1.7	-0.4	2.4	9.5
Cc1nnc(NC(=O)CSc2nnc(Cc3ccccc3)n2Cc2ccccc2)s1	15.6	8.6	30.3	0.5	-5.9	-5.5	4.4	-0.2	-12.5
O=C(NCc1ccccn1)c1n[nH]c(=O)c2ccccc12	12.8	5.0	19.6	0.0	-5.7	-0.5	-3.4	1.4	6.0
O=c1[nH]c(C2CCN(S(=O)(=O)c3ccc(C(F)(F)F)cc3)CC2)nc2c1nnn2Cc1ccc(F)cc1	28.4	23.0	8.8	5.8	-2.4	-3.1	-0.4	-0.8	-2.6
O=C(N/N=C/c1ccc2c(c1)OCO2)c1sc2cc(Cl)ccc2c1Cl	62.5*	-22.9	8.5	5.1	-3.4	-1.4	-0.1	1.0	-15.9
COc1cccc(C(=O)Nc2cc3c(cc2N2CCCC2)n(C)c(=O)n3C)c1	7.2	15.1	8.1	4.1	-9.3	-2.1	-9.7	-0.5	17.3
COCCCNC(=O)/C=C/c1ccc(Cl)cc1Cl	-19.8	15.4	-0.1	3.5	5.0	2.5	0.5	2.5	5.0
COc1ccccc1/C=N/OCC(=O)NCc1ccc2c(c1)OCO2	-14.7	17.5	7.7	-10.2	-2.1	-2.5	-3.3	2.1	8.3
COc1ccc(OC)c(CNS(=O)(=O)c2cn(C)cn2)c1	-2.2	-6.0	7.7	1.3	-0.2	-1.3	0.1	2.0	-4.5
O=C(c1ccoc1)N1CCC2(CC1)Oc1ccc(Cl)cc1C(=O)C21CC(c2cccnc2)=NO1 (configuration not stated)	-10.5	7.3	13.2	-6.0	5.1	-1.2	0.4	-1.9	3.1
COc1ccc(C2CC(C(F)(F)F)n3nc(CO)c(Cl)c3N2)cc1OC (configuration not stated)	16.0	4.7	-11.4	4.2	-1.3	0.0	0.9	0.4	-7.0
CCN(CC(=O)Nc1ccc(NC(C)=O)cc1)C(=O)c1ccc(=O)n(C)n1	-18.6	4.2	-5.9	-11.8	-0.3	-1.2	-3.9	-0.2	-1.7
COc1cccc(C2C(C(C)=O)=C(O)C(=O)N2CCNCCO)c1 (configuration not stated)	7.1	-5.0	0.9	/	-3.4	0.7	/	-1.3	/
Cc1ccc2oc(C(=O)NCc3ncc(C)[nH]3)c(C)c2c1	35.5	-10.8	-8.0	4.1	-8.6	-4.0	7.8	0.7	-0.8
O=C(CSCC(=O)Nc1nc(-c2ccc3c(c2)OCO3)cs1)Nc1nccs1	4.5	18.6	1.6	-7.8	5.5	3.3	-16.3	2.9	-0.3
C#CCOCCOCCOCCNc1nc(N2CCN(C(=O)[C@H](Cc3ccc(O)cc3)n3cc([C@@H](N)C(C)CC)nn3)CC2)nc(N2CCN(C(=O)[C@H](Cc3cc4ccccc4[nH]3)n3cc([C@@H](N)CC(C)C)nn3)CC2)n1 (some centres not stated)	17.5	4.1	16.9	/	-5.9	-5.5	/	0.1	5.5
OCC1CCCN(C(=S)Nc2ccc(OC(F)F)cc2)C1 (configuration not stated)	4.0	-2.9	4.5	19.5	-2.6	1.7	4.4	2.3	-2.0
CC(C)C(=O)Nc1cccc(C(=O)Nc2nncs2)c1	-15.1	-0.7	3.4	-3.7	-3.9	1.7	-3.0	1.3	-0.1
O=C(NCc1ccccc1)c1cccc(S(=O)(=O)N2CCCCC2)c1	2.9	20.1	20.6	-3.8	-2.1	-1.4	-0.5	0.2	5.3
O=C(CSc1nnc(-c2ccco2)n1-c1ccccc1Cl)Nc1cccc(C(=O)O)c1	14.8	5.1	17.8	-0.3	-4.3	-4.3	4.7	-0.6	8.1
COc1ccc(CCNC(=O)c2cc(Cl)nc3ccccc23)cc1	16.0	9.7	19.7	-1.9	-8.2	-1.0	-0.9	0.1	12.1

In a second layout: results already given.
Sequence of screens – Mdm2 MdmX PPI, tim23-1 inh, APJ antagonist, EBI2 block, APJ agonist, UPR XBP1 act, CXCR6 block, CHOP UPR activ, CCR6 antag
- CCN(CC(=O)Nc1ccc(NC(C)=O)cc1)C(=O)c1ccc(=O)n(C)n1
  -18.6, 4.2, -5.9, -11.8, -0.3, -1.2, -3.9, -0.2, -1.7
- COc1cccc(C2C(C(C)=O)=C(O)C(=O)N2CCNCCO)c1 (configuration not stated)
  7.1, -5.0, 0.9, /, -3.4, 0.7, /, -1.3, /
- Cc1ccc2oc(C(=O)NCc3ncc(C)[nH]3)c(C)c2c1
  35.5, -10.8, -8.0, 4.1, -8.6, -4.0, 7.8, 0.7, -0.8
